Screening results (PubChem BioAssay)
mIAP block: inhibitors of mouse IAP, primary screen, biochemical, luminescence, uHTS; intestinal alkaline phosphatase [Mus musculus]; purified mouse IAP, CDP-Star luminescence, 30 min; inhibition, % at 10 µM; hit rate 0.2% among 330,000;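 active = inhibition of at least 40% at 10 µM in the primary screen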;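 note: plate controls were DMSO with enzyme for no effect and no enzyme wells for full effect; values of inactives mirror those of a sister screen read the other way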
mIAP activ: activators of mouse IAP, primary screen, biochemical, luminescence, uHTS; hit rate 0.24% among 330,000; muIAP, CDP-Star luminescence, 30 min; active compounds read high; 1 = vehicle-only enzyme signal, 0 = enzyme-free wells; activation factor at 10 µM;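 active = activation factor of at least 2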; note: the source names both 10 and 20 µM as test concentration; values of inactives mirror those of a sister screen read the other way
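Assay system: mouse IAP enzyme; Reagent: CDP-Star chemiluminescent phosphatase substrate; Compound: DMSO-dissolved test compounds; Incubation: 30 min, room temperature; Technique: luminescence from enzymatic CDP-Star hydrolysis; Controls: DMSO-only wells and no-enzyme negative control.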
hIAP inh: human IAP inhibitors, primary screen, biochemical, luminescence, uHTS; Intestinal-type alkaline phosphatase (Homo sapiens), P09923; purified IAP, CDP-Star luminescence, 30 min; inhibition, % at 10 µM; hit rate 0.12% among 330,000; AID 2544, 2010;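 active = inhibition reaching a set limit with compound at 10 µM in the primary screen, cut at about 35% in these data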;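 note: plate controls were DMSO wells with enzyme for no effect and no-enzyme buffer wells for full effect; values of inactives mirror those of a sister screen read the other way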
Target sequence (P09923 whole entry, looked up): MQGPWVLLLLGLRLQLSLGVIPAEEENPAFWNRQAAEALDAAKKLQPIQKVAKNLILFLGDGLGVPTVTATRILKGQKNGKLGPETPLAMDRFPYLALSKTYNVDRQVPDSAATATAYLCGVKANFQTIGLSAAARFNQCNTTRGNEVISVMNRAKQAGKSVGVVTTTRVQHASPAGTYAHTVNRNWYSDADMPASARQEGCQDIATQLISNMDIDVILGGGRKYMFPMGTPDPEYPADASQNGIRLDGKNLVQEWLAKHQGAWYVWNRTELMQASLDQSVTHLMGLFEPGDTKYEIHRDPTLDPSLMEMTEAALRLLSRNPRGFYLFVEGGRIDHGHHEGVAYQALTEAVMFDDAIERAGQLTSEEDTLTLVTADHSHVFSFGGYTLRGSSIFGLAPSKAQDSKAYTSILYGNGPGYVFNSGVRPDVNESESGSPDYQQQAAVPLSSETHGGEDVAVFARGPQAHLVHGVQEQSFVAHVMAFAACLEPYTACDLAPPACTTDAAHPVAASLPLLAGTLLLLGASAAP
A3G deaminase: APOBEC3G DNA deaminase inhibitors, primary screen, biochemical, fluorescence, single-stranded DNA substrate, uHTS; DNA dC->dU-editing enzyme APOBEC-3G (Homo sapiens), Q9HC16; recombinant A3G, ssDNA deamination FAM/TAMRA fluorescence; inhibition, % at 20 µM; hit rate 0.28% among 330,000; AID 493012, 2011;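 active = inhibition of at least 40% at 20 µM, with no more than 30% in the related APOBEC3A deaminase screen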;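 note: plate controls were DMSO wells with A3G for no effect and wells lacking A3G enzyme for full effect; some compounds called inactive have numbers as strong as hits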
beta cell repl: inducers of MIN6 beta-cell proliferation, primary screen, ATP luminescence, uHTS; MIN6 cells proliferation, ATPlite luminescence, 48 h; cells starved in 0.2% serum; 100% = growth in 10% serum; proliferation, % at 10 µM; hit rate 0.29% among 330,000;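 active = compounds whose signal lies at least 3.5 SD above the mean of all wells on their plate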;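 note: 0% = DMSO-treated cells in low-serum medium and 100% = 10% serum control; some compounds called inactive have numbers as strong as hits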
hIAP act: human IAP activators, primary screen, biochemical, luminescence, uHTS; purified human IAP, CDP-Star luminescence, 30 min; active compounds read high; 1 = vehicle-only enzyme, 0 = enzyme-free background; Intestinal-type alkaline phosphatase (Homo sapiens), P09923; activation factor at 10 µM; hit rate 0.16% among 330,000; AID 2524, 2010;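 active = activation factor of the enzyme at least 2-fold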; note: the source names both 10 and 20 µM as test concentration; values of inactives mirror those of a sister screen read the other way
NALP3 yeast inh: NALP3 inflammasome inhibitors in reconstituted yeast, primary screen, luminescence, uHTS; hit rate 0.39% among 330,000; AID 2825, 2010; inhibition, % at 10 µM; Yeast reconstituted NLRP3/ASC/caspase-1, beta-gal luminescence, 24 h;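 active = inhibition of 50% or more; inactive = inhibition below 50%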;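 note: plate controls were induced DMSO wells for no effect and uninduced yeast grown without galactose for full effect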
APOBEC3A inh: APOBEC3A ssDNA deaminase inhibitors, primary screen, selectivity assay for APOBEC3G inhibitor project, biochemical, FAM/TAMRA oligo cleavage fluorescence; hit rate 0.41% among 330,000; DNA dC->dU-editing enzyme APOBEC-3A (Homo sapiens), P31941; recombinant A3A, FAM/TAMRA ssDNA deamination fluorescence; inhibition, % at 20 µM;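 active = at least 40% inhibition at 20 µM here, with at most 30% in a related deaminase screen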;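 note: plate controls were A3A with DMSO for no effect and wells lacking A3A enzyme for full effect; some results filed as inactive read as strong as hits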
Target sequence (P31941 whole entry, looked up): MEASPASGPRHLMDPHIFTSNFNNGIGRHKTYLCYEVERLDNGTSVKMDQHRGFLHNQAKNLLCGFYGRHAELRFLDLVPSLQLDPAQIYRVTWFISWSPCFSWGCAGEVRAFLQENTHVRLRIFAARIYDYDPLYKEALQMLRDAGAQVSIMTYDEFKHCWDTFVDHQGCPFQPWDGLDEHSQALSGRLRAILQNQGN
SENP1 FRET inh: human SENP1 catalytic domain inhibitors, primary screen, biochemical, FRET, uHTS; Sentrin-specific protease 1 (Homo sapiens), Q9P0U3; recombinant SENP1 catalytic domain, CyPet-SUMO1-YPet FRET cleavage; inhibition, % at 10 µM; hit rate 0.21% among 360,000; AID 624204, 2012;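 active = inhibition at least 30% at 10 µM, raw YFP signal under a set limit, fluorescence ratio 0.5 to 1.5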;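 note: 0% = enzyme with DMSO and 100% = no enzyme wells; some results filed as inactive read as strong as hits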
Target sequence (Q9P0U3 419-644 limits assumed): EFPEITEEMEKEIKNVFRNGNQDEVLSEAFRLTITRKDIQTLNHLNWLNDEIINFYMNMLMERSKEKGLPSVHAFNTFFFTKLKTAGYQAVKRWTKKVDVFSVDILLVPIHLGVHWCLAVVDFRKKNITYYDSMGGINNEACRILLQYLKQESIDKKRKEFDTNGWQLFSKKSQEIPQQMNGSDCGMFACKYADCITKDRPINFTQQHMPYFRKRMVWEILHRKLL
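System: Recombinant human SENP1 catalytic domain, His6-tagged | Incubation: Enzyme reaction for 50 min at room temperature, dark | Medium: Tris pH 8 with BME, BSA, NP40 and catalase | Also added: 25 nM SUMO1 FRET substrate | Compound: 10 µM single point, 0.5% DMSO | Measured by: FRET fluorescence in CFP and YFP emission channels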
* marks the source's active call; other numbers are inactive results; x = not tested or not shown; & = joins results of further samples. The list is partial. The share of hits here may be higher or lower than overall.

SMILES	mIAP block	mIAP activ	hIAP inh	A3G deaminase	beta cell repl	hIAP act	NALP3 yeast inh	APOBEC3A inh	SENP1 FRET inh
O=C(c1ccccc1)c1ccccc1	6	0.94	0	-6	0	1	-1	-4	3
O=C(CSc1nnnn1-c1ccccc1)Nc1ncc2c(n1)CC(c1ccco1)CC2=O (stereo not given)	8	0.92	2	0	-3	0.98	11	0	1
COC(=O)[C@]1(Cc2ccccc2)N[C@H](CN(C)S(=O)(=O)c2ccc(F)cc2)[C@@H]2C(=O)N(Cc3ccccc3)C(=O)[C@@H]21	-4	1	-4	-5	-3	1	4	-3	3
Cc1nn(-c2ccccc2)c(Cl)c1/C=C(\C#N)C(=O)NC(C)C	0	1	10	-4	-4	0.9	35	-1	1
COc1ccc(-n2c(COc3cccc4ccccc34)nnc2SCC(=O)NCc2ccco2)cc1	-8	1.1	-9	-6	-6	1.1	8	-4	-3
Cc1nc(NCc2ccc3c(c2)OCO3)c2nnn(Cc3ccccc3)c2n1	-4	1	20	-2	-1	0.8	4	1	-2
O=C(N/N=C/c1ccccc1OCc1ccccc1)c1cccnc1	-2	1	14	-11	0	0.86	24	1	3
CN1C(=O)C(O)(CC(=O)/C=C/c2ccco2)c2ccccc21 (stereo not given)	2	0.98	2	-2	-4	0.98	17	2	-1
Cc1noc(C)c1NC(=O)Nc1ccc2c(c1)CC(=O)N([C@@H](C)CO)C[C@@H](C)[C@@H](CN(C)C(=O)Nc1cccc3ccccc13)O2	-5	1	4	-7	-1	0.96	18	-1	-4
CCN(CC(=O)Nc1ccccc1C(F)(F)F)C(=O)c1ccc2c(c1)NC(=O)CS2	-1	1	-3	-9	1	1	8	-2	1
CCOc1ccc2c(c1)C(N(CCN1CCOCC1)C(=O)Nc1ccccc1)CC(C)(C)O2 (stereo not given)	-3	1	-18	-9	0	1.2	-7	-4	2
Cc1ccccc1S(=O)(=O)Cc1ccc(C(=O)O)o1	10	0.9	14	-7	-1	0.86	-22	2	2
C=CCN1C(=O)C(Cc2ccc(OC)cc2)S/C1=N\N=C\c1cccs1 (stereo not given)	8	0.92	-2	0	-4	1	4	-1	-3
O=C(O)/C=C/c1ccc(Cn2ccnc2)cc1	2	0.98	6	-3	2	0.94	-8	-2	1&2
O=C(CN1CCN(Cc2ccccc2)CC1)NNC(=O)c1ccc(Cl)cc1	2	0.98	-41	-1	-5	1.4	18	1	-2
O=C(NNC(=O)c1ccccc1F)c1ccc(-n2cncn2)c([N+](=O)[O-])c1	-2	1	-2	-2	-5	1	-3	2	-1
Cc1cccc(CCN=C(N)NS(=O)(=O)c2ccccc2)c1	-4	1	7	-2	0	0.93	1	0	0
c1ccc(Oc2nc(NCc3ccco3)nc(NCc3ccco3)n2)cc1	-9	1.1	6	0	-3	0.94	15	4	-15
CS(=O)(=O)n1nc(-c2ccc(Cl)cc2)nc1N	-7	1.1	-33	-5	-1	1.3	9	2	3
COc1ccc(N2C(=O)NC3CC2(C)Oc2ccc(Br)cc23)cc1OC (stereo not given)	0	1	-16	4	-4	1.2	6	3	1
O=C(c1cccc(Cl)c1)N1CCCc2ccccc21	7	0.93	-4	-4	2	1	40	-1	2
Cc1ccccc1NC(=O)c1cccc(NC(=O)c2c(C(=O)O)cccc2[N+](=O)[O-])c1	22	0.79	1	-2	-1	0.99	7	-3	0
CCC(C)N(CC(=O)Nc1cccc(C)c1C)C(=O)CCl (stereo not given)	1	0.99	0	-9	-7	1	13	-1	5
CCn1c(CNC(=O)c2ccco2)nnc1SCC(=O)Nc1cc(C(F)(F)F)ccc1Cl	-10	1.1	-9	-5	1	1.1	-6	-1	0
CCOC(=O)c1cc(NC(=O)OC)c(C)nc1C	7	0.93	-4	-8	0	1	15	-3	-1

The listing continues.
SMILES	mIAP block	mIAP activ	hIAP inh	A3G deaminase	beta cell repl	hIAP act	NALP3 yeast inh	APOBEC3A inh	SENP1 FRET inh
C/C(=N\NC(=O)c1cccc(Cl)c1)C1C(=O)c2ccccc2C1=O	25	0.75	-31	-5	-6	1.3	36	1	-55
O=C(Nc1ncccn1)C1CCCN1S(=O)(=O)c1ccc(Cl)c(Cl)c1 (stereo not given)	-1	1	1	-4	-3	0.99	-2	2	0
CN(C)c1ccc(/C=N/OC(=O)Nc2ccccc2)cc1	-1	1	-4	-12	-3	1	-10	-4	1
Cc1cccc(C)c1NC(=O)CN(C)C(=O)c1ccc(N2C(=O)CCC2=O)cc1	-6	1.1	-19	1	1	1.2	18	5	4
COc1ccccc1C(=O)N/C(=C/c1ccco1)C(=O)Nc1cccc(C(=O)O)c1	4	0.96	3	3	0	0.97	-8	8	-23
C/C(=N/NC(=O)c1ccccc1)C(=O)O	2	0.98	-13	-3	2	1.1	7	-3	3
O=C(Nc1ccc2nc(-c3ccco3)[nH]c2c1)c1cccs1	9	0.91	-3	-3	-3	1	9	1	-3
Cc1ccc(N(C(=O)CS(=O)CC(=O)Nc2ccc(F)cc2)C(C)C(=O)NC(C)(C)C)cc1 (stereo not given)	2	0.98	-20	2	0	1.2	26	10	1
Cc1ccc(Oc2ccc(OCC(=O)OC3CCS(=O)(=O)C3)cc2)cc1 (stereo not given)	-13	1.1	-9	1	-3	1.1	20	4	x
COc1cc2sc(C)nc2c2sccc12	31	0.69	-2	-6	3	1	27	0	1
CC(C)(C)OC(=O)N[C@@H](Cc1ccccc1)C(=O)N1CCC(C(=O)O)CC1	-3	1	-3	-3	-1	1	-16	-2	3
CC[C@]12c3[nH]c4ccccc4c3CCN1C(=O)C(CC(=O)NCc1ccc(OC)c(OC)c1)C[C@@H]2C(=O)N1CCN(C(=O)C2CC2)CC1 (stereo not given in full)	-9	1.1	-4	0	-1	1	8	0	0
CCc1cccc(NC(=O)Cc2ccc([N+](=O)[O-])cc2)c1	6	0.94	3	2	1	0.97	26	2	3
CCn1c(SCC(=O)N/N=C/C=C/c2ccco2)nnc1-c1ccc(OC)cc1	23	0.77	9	2	0	0.91	-4	6	1
COc1ccccc1NC(=O)CCN1C(=O)c2ccccc2S1(=O)=O	-1	1	9	-18	0	0.91	13	-6	3
O=C(NC(Cc1c[nH]c2ccccc12)C(=O)O)c1ccccc1 (stereo not given)	2	0.98	-6	-2	2	1.1	4	1	-2
CCOc1ccc(N(Cc2cc3cc(C)ccc3[nH]c2=O)C(=O)COC)cc1	-1	1	-16	4	-2	1.2	15	-2	-3
CNC(=O)/C(=C/c1ccc2c(c1)OCO2)NC(=O)c1ccc(Br)cc1	-1	1	9	-4	-2	0.91	2	-2	-24
Cc1ccc(N2C(=O)S/C(=C/c3cn(C)c4ccccc34)C2=O)cc1	14	0.86	-12	0	0	1.1	13	1	-77
COc1cccc(-c2nc(CS(=O)(=O)CC(=O)Nc3ccccc3C)c(C)o2)c1	-3	1	-32	-4	2	1.3	2	-1	0
C=CCc1cc(C=O)cc(OC)c1OCc1ccc(C(=O)O)cc1	3	0.97	0	-1	-3	1	0	5	1
N=c1c[n+](-c2ccc(Cl)cc2)[n-]o1	-2	1	-2	-1	0	1	-11	-2	1
CC(=O)c1ccc(NC(=O)Nc2ncn(Cc3cccc(C)c3)n2)cc1	-4	1	-12	-4	1	1.1	9	-2	2
CC(C)CC(=O)OC(C)(C)[C@@H]1Cc2c(ccc3ccc(=O)oc23)O1	4	0.96	7	-8	0	0.93	3	-2	0
Cc1nnsc1C(=O)N1CCCC(Nc2ccc(F)c(F)c2)C1 (stereo not given)	5	0.95	-2	-7	6	1	4	-2	0

Rewritten with two lines to a compound: 2 of the compounds above.
Values run as follows: mIAP block	mIAP activ	hIAP inh	A3G deaminase	beta cell repl	hIAP act	NALP3 yeast inh	APOBEC3A inh	SENP1 FRET inh
> CS(=O)(=O)n1nc(-c2ccc(Cl)cc2)nc1N
 : -7	1.1	-33	-5	-1	1.3	9	2	3
> COc1ccc(N2C(=O)NC3CC2(C)Oc2ccc(Br)cc23)cc1OC (stereo not given)
 : 0	1	-16	4	-4	1.2	6	3	1

(more compounds)
SMILES	mIAP block	mIAP activ	hIAP inh	A3G deaminase	beta cell repl	hIAP act	NALP3 yeast inh	APOBEC3A inh	SENP1 FRET inh
CCOC(=O)c1c(C)c(C(=O)OCC)n(C)c1C	4	0.96	2	-8	-3	0.98	12	-3	5
COc1ccc(NS(=O)(=O)c2cc3c(cc2C)N(C(C)=O)CCO3)c(OC)c1	-4	1	-2	10	-3	1	8	1	0
CSc1nc2nccc(/C=C\c3ccccc3)n2n1	-14	1.1	6	-5	-2	0.94	33	-3	1
CN(C)/C=C/c1onc(-c2c(F)cccc2Cl)c1C#N	3	0.97	-12	-11	-3	1.1	17	-1	-14
COC(=O)[C@]1(C)N[C@H](CN(C)C(=O)Nc2ccc(Cl)cc2)[C@@H]2C(=O)N(C)C(=O)[C@@H]21	-3	1	-15	-7	-2	1.2	-3	-4	1
COc1ccccc1C(=O)NCCC(=O)Nc1ccc(S(=O)(=O)N2CCC(C)CC2)cc1	-1	1	14	-9	6	0.86	-6	-5	1
O=C(C1CCCN(Cc2ccccc2[N+](=O)[O-])C1)N1CCCCC1 (stereo not given)	-6	1.1	-1	-10	2	1	-7	-5	2
O=C(CCCN1CC=C(n2c(=O)[nH]c3ccccc32)CC1)c1ccc(F)cc1	2	0.98	-17	-6	-1	1.2	12	0	1
CC(NCc1ccc(S(N)(=O)=O)cc1)C(=O)Nc1ccc([N+](=O)[O-])cc1Cl (stereo not given)	4	0.96	-26	-2	-2	1.3	-17	-5	-1
O=C(Nc1ccccc1)c1ccc2c(c1)CCN2S(=O)(=O)c1ccccc1	6	0.94	-5	-6	-1	1	12	-4	2
Cc1ccc(SCc2cc(=O)[nH]c(N3CCCCC3)n2)cc1	6	0.94	18	-4	0	0.82	1	-3	2
CCN(CC)S(=O)(=O)c1ccc(N2CCOCC2)c(NC(=O)C2COc3ccccc3O2)c1 (stereo not given)	-2	1	1	-2	-5	0.99	2	4	8
N#CC(CO)(Cc1ccc(OC(F)F)cc1)c1nc2ccccc2[nH]1 (stereo not given)	-2	1	18	-6	0	0.82	12	0	0
O=C(NCc1ccccc1)c1onc(CS(=O)(=O)c2ccccn2)c1C(=O)NCc1ccccc1	12	0.88	5	-10	1	0.95	11	-1	2
CCc1ccc(/C=C2/SC(=S)N(CCC(=O)Nc3cccc(C(=O)O)c3)C2=O)cc1	7	0.93	-25	-1	-5	1.3	7	-1	3
